# RORg inh = inhibitors of mouse ROR gamma transcriptional activity | P51450 | Drosophila S2 Gal4-RORgamma UAS-luciferase reporter, 20 h | Potency, µM (titrated, usually from 53.6 µM), for the others: top-dose activity change, negative = inhibition, actives largely listed as inhibitors | hit rate 5.4% among 310,000; also: potency is read from the fitted curve at half-maximal effect; % is scaled to controls: 0 for no effect and ±100 for the full control effect; nearly all actives have a fitted effect of over 60% in size
# Target sequence (P51450 whole entry, looked up, the tested form may be a part): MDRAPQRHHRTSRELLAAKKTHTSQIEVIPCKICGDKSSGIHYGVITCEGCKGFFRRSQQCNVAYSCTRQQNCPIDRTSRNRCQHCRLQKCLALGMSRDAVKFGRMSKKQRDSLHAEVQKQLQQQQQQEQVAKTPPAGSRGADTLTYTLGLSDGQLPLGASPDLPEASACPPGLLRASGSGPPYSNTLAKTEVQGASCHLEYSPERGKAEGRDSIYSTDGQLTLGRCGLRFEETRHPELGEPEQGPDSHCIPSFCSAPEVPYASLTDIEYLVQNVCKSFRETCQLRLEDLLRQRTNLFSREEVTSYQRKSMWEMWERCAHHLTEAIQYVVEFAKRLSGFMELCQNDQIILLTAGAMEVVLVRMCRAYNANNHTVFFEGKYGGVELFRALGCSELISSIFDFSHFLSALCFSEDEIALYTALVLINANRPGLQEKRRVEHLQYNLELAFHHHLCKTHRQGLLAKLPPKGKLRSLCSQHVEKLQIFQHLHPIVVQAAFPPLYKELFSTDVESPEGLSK
#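 Schneider cells (Drosophila), stable Gal4 DBD–ROR gamma + UAS-luc; 1 hr cmpd preincubation; Cu2+ induction 700 uM final; 20 hr ambient; luminescence.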
# Giardia kill = Giardia lamblia killing. hit rate 0.15% among 340,000. AID 540267. Giardia lamblia trophozoite viability. activity change, % at 7.66 µM, hits read low; in the data active = activity change below about -80%; inconclusive = between about -30% and that limit;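 also: parasites exposed to compound for two days anaerobically before the ATP read; % is scaled to controls: 0 for no effect and ±100 for the full control effect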
#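 Trophozoites 100 cells/well + cpd; 48 hrs, 37 deg C, anaerobic. ATPLite 1-Step added, 15-30 min RT, luminescence read (ATP-based viability).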
# ELG1 genotoxic = genotoxicity induction in ELG1-luciferase HEK293T cells. HEK293T ELG1-luciferase reporter, luminescence, 16 h. Potency, µM (top dose mostly 46 µM), without a hit: at the top dose activity change, positive = activation, hits mostly activators. hit rate 1.3% among 330,000. AID 504466; also: potency is read from the fitted curve at half-maximal effect; % of control where 0% means no effect; nearly all actives have a fitted effect of over 60% in size
#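 HEK293T cells expressing luciferase-tagged ELG1 were exposed to compound or DMSO vehicle for 16 hr at 37 °C and 5% CO2. Luciferase activity was then measured with ONE-Glo after 30 min at room temperature.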
# FLuc counter = counter-screen for miR-21 project: firefly luciferase inhibitors or activators | P08659 | purified FLuc, Km substrates, luminescence inhibition | hit rate 6.9% among 360,000 | AID 588342 | Potency, µM (series often up to 57.5 µM), inactives show top-dose activity change, negative = inhibition, most hits filed as inhibitors;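 also: potency is read from the fitted curve at half-maximal effect; plate controls were vehicle for no effect and reference inhibitor for full effect; nearly all actives have a fitted effect of over 55% in size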
#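 Purified P. pyralis luciferase, 10 nM final, with Km-level 10 uM D-luciferin and 10 uM ATP in 50 mM Tris acetate pH 7.5, 10 mM Mg acetate, 0.01% Tween-20, 0.05% BSA; 6-point qHTS titration about 60 µM downward; luminescence read.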
# p53 reactivator = restores transcriptional activity of mutant p53; Potency, µM (highest dose often 92.2 µM), for the others: at the top dose activity change, positive = activation, most hits filed as activators; AID 504706; H1299 p53-A138V BP100-luciferase reporter, luminescence, 24 h; hit rate 0.063% among 320,000; also: potency is read from the fitted curve at half-maximal effect; % of control where 0% means no effect; nearly all actives have a fitted effect of over 45% in size
#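 H1299 (p53-null), stable ts p53-A138V + BP100-Luc; 1000 cells/well, Opti-MEM/10% FBS; cpd 4 pt, 1:5; 24 h, 37 deg C, 5% CO2; detection reagent 10 min RT; luminescence.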
# VP16 counter = Gal4-VP16 reporter inhibition counter-screen; Drosophila S2 Gal4-VP16 UAS-luciferase, luminescence, 20 h; Potency, µM (highest dose often 53.6 µM), inactives show at the highest dose activity, negative = inhibition, hits mostly inhibitors; hit rate 3.5% among 310,000;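 also: Gal4-VP16 expression switched on by copper sulfate through the metallothionein promoter; potency is read from the fitted curve at half-maximal effect; % is scaled to controls: 0 for no effect and ±100 for the full control effect; nearly all actives have a fitted effect of over 50% in size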
# NPC1 promoter act = activates the NPC1 promoter. Huh7 NPC1 promoter luciferase reporter, 24 h. hit rate 2.4% among 320,000. Potency, µM (top dose mostly 9.22 µM), for the others: at the top dose activation, actives largely listed as activators;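 also: potency is read from the fitted curve at half-maximal effect; % of control where 0% means no effect; nearly all actives have a fitted effect of over 60% in size; reporter is driven by a mutant NPC1 promoter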
#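 Huh7 reporter cells (NPC1 promoter driving luciferase) are dosed with compound for 24 h at 37 °C, 5% CO2; luciferase detection reagent is then added and luminescence measured after 10 min at ambient temperature.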
# Rab9 promoter act = activates the Rab9 promoter; hit rate 2.8% among 320,000; Potency, µM (doses to about 9.22 µM), for inactives: top-dose activation, negative = inhibition, hits mostly activators; AID 485297; Huh7 Rab9 promoter-luciferase reporter, luminescence, 24 h; also: potency is read from the fitted curve at half-maximal effect; % of control where 0% means no effect; nearly all actives have a fitted effect of over 60% in size
#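 Luminescence from Amplite-detected luciferase (10 minutes, ambient) reports Rab9 promoter activation. Before that, stable Rab9-luciferase Huh7 cells (1500/well, reduced-serum OP-MEM I plus 10% FBS) were exposed to compound for 24 hours at 37C.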
# PKM2 act = activators of human pyruvate kinase M2 | P14618 | Potency, µM (series often up to 57.5 µM), inactives show top-dose activation, hits mostly activators | purified PKM2, Kinase-Glo ATP luminescence, activation; response scale: 0% is enzyme alone, no compound | hit rate 0.34% among 260,000; also: potency is read from the fitted curve at half-maximal effect; % is scaled to controls: 0 for no effect and ±100 for the full control effect; nearly all actives have a fitted effect of over 55% in size
# Target sequence (P14618 whole entry, looked up): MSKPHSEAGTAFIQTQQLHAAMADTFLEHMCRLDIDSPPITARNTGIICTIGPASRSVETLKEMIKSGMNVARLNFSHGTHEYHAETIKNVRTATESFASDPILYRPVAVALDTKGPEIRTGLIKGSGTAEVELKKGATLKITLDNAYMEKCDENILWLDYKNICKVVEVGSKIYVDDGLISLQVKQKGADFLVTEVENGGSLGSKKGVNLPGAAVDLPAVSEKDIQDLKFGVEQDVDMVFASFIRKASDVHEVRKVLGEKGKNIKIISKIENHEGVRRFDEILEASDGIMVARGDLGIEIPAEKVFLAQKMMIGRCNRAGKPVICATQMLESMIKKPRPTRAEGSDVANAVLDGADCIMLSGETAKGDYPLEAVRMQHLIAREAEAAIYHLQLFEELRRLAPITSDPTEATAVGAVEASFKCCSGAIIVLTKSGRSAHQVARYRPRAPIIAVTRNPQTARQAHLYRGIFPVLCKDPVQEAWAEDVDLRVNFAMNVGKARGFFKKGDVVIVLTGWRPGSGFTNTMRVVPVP
#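 hPK-M2, >95% pure; 0.1 mM ADP / 0.5 mM PEP final; imidazole pH7.2 buffer w/ 7 mM MgCl2, 50 mM KCl; 1 h RT; Kinase-Glo lum. Intermediate enzyme activity for dual inhibitor/activator qHTS.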
# BRCA1 expr act = activators of BRCA1 expression; Potency, µM (highest dose often 46.1 µM), for inactives: at the highest dose activation, usual class: activators; hit rate 1.1% among 380,000; MCF7-BRCA1-FFLuc reporter, luminescence, 48 h; response scale: scaled: vehicle 0%, 10 µM genistein 100%; AID 624202; also: potency is read from the fitted curve at half-maximal effect; nearly all actives have a fitted effect of over 80% in size; some results filed as inactive show a strong effect at the top dose
#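 Cells: MCF7-BRCA1-FFLuc, 2000/well. Exposure: 48 h, 37 °C, 5% CO2. Read: luminescence, 15 min post-substrate. Controls: genistein 10 microM (maximal activation), DMSO (neutral).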
# Menin MLL FP TR = displaces Texas Red mutant MLL peptide from human menin; O00255; Menin + Texas Red MLL mutant peptide, fluorescence polarization; Potency, µM (series often up to 61.6 µM), for the others: top-dose FP activity change, negative = inhibition, most hits filed as inhibitors; hit rate 0.23% among 270,000; AID 1768; active = well fitted inhibition curve with a large enough effect in the polarisation, with a control signal flat, not every such curve was filed as active; inconclusive = small, poorly fitted or top-dose-only effect, or effect the other way, or a change in a side signal; inactive = no such curve, though single readings can be large or run the other way; the % refers to the polarisation; also: potency is read from the fitted curve at half-maximal effect; % of control where 0% means no effect; many of its hits are not listed in these tables
# Starred values were filed as active, the others as inactive; u = inconclusive; x = not tested or not shown; & = joins results of further samples; [ ] = dose if it differs, or a comment. Unless noted, calls follow the shape of the dose curve; as a rule, active = well fitted curve in the direction sought with a large enough effect; inconclusive = small, poorly fitted or top-dose-only effect, or another doubt; inactive = no such curve, though single readings can be large; an effect the other way counts as inactive or inconclusive. Not all compounds are listed; count on the stated rates, not on these rows.
SMILES,RORg inh,Giardia kill,ELG1 genotoxic,FLuc counter,p53 reactivator,VP16 counter,NPC1 promoter act,Rab9 promoter act,PKM2 act,BRCA1 expr act,Menin MLL FP TR
COc1ccccc1CC(=O)Nc1ccc(OC)c(OC)c1,-22%,-2,0%,-3%,0%,4%,-3%,-11%,9%,0%,0%
CCc1noc(C)c1C(=O)N1CCN(S(=O)(=O)c2ccc(C(C)C)cc2)CC1,x,-8,0%,-3%,-9%,x,0%,-2%,x,-1%,x
CCOc1ccc(NC(=O)CN(c2ccc(OC)cc2)S(C)(=O)=O)cc1,21%,-12,16µM*,21µM*,u,-3%,u,26%,-3%,11µM*,3%
CC1CN(c2ncc(/C=N/NC(=O)c3ccccc3O)s2)CC(C)O1 (configuration not stated),0.35µM*,12,-8%,u,1%,1.3µM*,7%,19%,0%,-16%,u
CC1CCCN(Cc2c(O)ccc3c(=O)c(-c4ccc(Cl)cc4)coc23)C1 (configuration not stated),-5%,-13,-3%,4%,1%,1%,2%,-3%,x,3%,u
COc1ccccc1N1CCN(c2nc(C)cc(C)c2C#N)CC1,x,-8,-9%,4%,x,x,u,0%,-1%,-24%,-28%
CC1(C)CC(=O)C(N=Nc2ccc3ncsc3c2)=C(O)C1,-18%,-16,x,19µM*,x,-11%,x,x,-8%,75%,17%
COc1ccc(CCNC(=O)Cn2nnc(C(=O)Nc3cc(C)ccc3C)c2N)cc1OC,0%,16,-8%,-1%,-3%,-5%,-3%,-8%,x,-7%,x
CCCNc1nc(C)nc2c1cnn2CCc1ccccc1,24%,-10,u,-19%,16%,15%,24%,26%,-1%,u,7%
O=C(Nc1ncccc1O)C1CCN(S(=O)(=O)c2ccc3ccccc3c2)CC1,x,11,0%,2%,-2%,x,-1%,-6%,x,-22%,x
CC(=O)N(Cc1cc(=O)[nH]c2ccccc12)c1ccccc1,-7%,-5,2%,4%,2%,17%,-2%,5%,3%,-3%,-14%
O=C(COc1ccccc1Cl)NC(=S)Nc1ccccc1N1CCCC1,5.6µM*,u,-2%,-8%,2%,7.9µM*,2%,-3%,-4%,-18%,u
CC(NC(=O)c1cccc(Cl)c1)C1CC2CCC1C2 (configuration not stated),0%,-3,-4%,-1%,0%,3%,-1%,-4%,3%,-14%,5%
Cc1ccc(Cl)cc1N1C(=O)CC(C)(C)CC1=O,1%,-1,-1%,-1%,1%,2%,-1%,7%,x,-1%,14%
Oc1nc(Nc2ccc(F)cc2)sc1/C=C1\C=Nc2ccccc21,u,2,-1%,u,5%,-1%,14%,17%,4%,-82%,x
COc1ccc(OC)c(NC2c3ccccc3C(=O)N2Cc2ccc3c(c2)OCO3)c1 (configuration not stated),1%,2,5%,-2%,-6%,-2%,2%,3%,11%,-36%,-18%
COc1cccc(C2CC(c3cccs3)Nc3ncnn32)c1 (configuration not stated),-8%,-10,-1%,1%,-5%,-29%,1%,-2%,3%,-11%,-4%
CCCCNC(=O)CSc1ccc(S(=O)(=O)N2CCOCC2)cn1,x,9,1%,5%,-2%,x,-2%,-3%,x,-6%,x
O=C(NCCNCC(O)COc1ccc(O)cc1)N1CCOCC1 (configuration not stated),15%,1,x,x,x,-3%,x,x,x,25%,-8%&9%
Cc1cc(C)n(CC(O)COc2ccc(Cl)cc2)n1 (configuration not stated),18%,-10,-3%,-10%,-3%,-6%,5%,5%,-2%,-3%,-7%

# A second format for some results above.
Cc1ccc(Cl)cc1N1C(=O)CC(C)(C)CC1=O
  RORg inh: 1%
  Giardia kill: -1
  ELG1 genotoxic: -1%
  FLuc counter: -1%
  p53 reactivator: 1%
  VP16 counter: 2%
  NPC1 promoter act: -1%
  Rab9 promoter act: 7%
  PKM2 act: x
  BRCA1 expr act: -1%
  Menin MLL FP TR: 14%

Oc1nc(Nc2ccc(F)cc2)sc1/C=C1\C=Nc2ccccc21
  RORg inh: u
  Giardia kill: 2
  ELG1 genotoxic: -1%
  FLuc counter: u
  p53 reactivator: 5%
  VP16 counter: -1%
  NPC1 promoter act: 14%
  Rab9 promoter act: 17%
  PKM2 act: 4%
  BRCA1 expr act: -82%
  Menin MLL FP TR: x

COc1ccc(OC)c(NC2c3ccccc3C(=O)N2Cc2ccc3c(c2)OCO3)c1 (configuration not stated)
  RORg inh: 1%
  Giardia kill: 2
  ELG1 genotoxic: 5%
  FLuc counter: -2%
  p53 reactivator: -6%
  VP16 counter: -2%
  NPC1 promoter act: 2%
  Rab9 promoter act: 3%
  PKM2 act: 11%
  BRCA1 expr act: -36%
  Menin MLL FP TR: -18%

COc1cccc(C2CC(c3cccs3)Nc3ncnn32)c1 (configuration not stated)
  RORg inh: -8%
  Giardia kill: -10
  ELG1 genotoxic: -1%
  FLuc counter: 1%
  p53 reactivator: -5%
  VP16 counter: -29%
  NPC1 promoter act: 1%
  Rab9 promoter act: -2%
  PKM2 act: 3%
  BRCA1 expr act: -11%
  Menin MLL FP TR: -4%

# Following part.
SMILES,RORg inh,Giardia kill,ELG1 genotoxic,FLuc counter,p53 reactivator,VP16 counter,NPC1 promoter act,Rab9 promoter act,PKM2 act,BRCA1 expr act,Menin MLL FP TR
CCc1ccc(OCC(=O)N(C)CCC#N)c(Br)c1,u,4,11%,0%,11%,6%,0%,-12%,0%,1%,-4%
O=C(COC(=O)c1ccc(Cl)nc1)Nc1ccc2ccccc2c1,x,10,5%,2%,8%,x,-1%,1%,x,35%,x
COc1ccccc1NC(=O)Cc1csc(NC(=S)Nc2ccc(C)cc2)n1,0.89µM*,-9,-13%,u,15%,2.8µM*,1%,-5%,1%,-64%,u
Cc1cc(C(=O)CN2C(=O)NC(c3ccccc3)(c3ccccc3)C2=O)c(C)n1Cc1ccccc1,16%,12,-3%,-15%,-3%,-1%,-1%,0%,0%,-11%,-29%
CSc1ccc(S(=O)(=O)NCC(=O)OCC(=O)N2CCC(C)CC2)cc1[N+](=O)[O-],x,-7,-2%,2%,1%,x,2%,4%,x,-1%,x
Cc1nn(Cc2c(Cl)cccc2Cl)c(C)c1N,7%,-18,0%,4%,-11%,-5%,-3%,7%,2%,-2%,6%
COCc1cccc(C2=CC(=O)C[C@H](c3ccc(OC)cc3)C2)c1,x,-3,1%,3%,19%,x,1%,-3%,x,50%,x
C=C1CCN([C@H](C(=O)OCc2cccc(C)c2)C(C)C)S(=O)(=O)c2ccccc21,37%,-12,-4%,-1%,8%,-7%,-3%,0%,4%,6%,x
CC(=O)CSc1nnc(C(F)(F)F)n1C,-13%,7,2%,0%,-1%,-8%,0%,-13%,-2%,2%,x
COc1ccc(-c2noc(COc3ccc(C)c(C)c3)n2)cc1OC,40%,2,u,5%,8%,-1%,0%,1%,4%,6%,30%
COC(=O)c1ccc(CSc2n[nH]c(C)n2)o1,0%,13,0%,0%,3%,0%,-2%,-5%,-3%,-2%,3%
CC(=O)C1C(=O)CC(C)(O)C(C(C)=O)C1c1ccc(N(C)C)cc1 (configuration not stated),16%,2,0%,4%[2.3 µM],-5%,1%,-1%,0%,4%,8%,-10%
CCn1c(-c2ccc3[nH]c(C)c(C)c3c2)n[nH]c1=S,11µM*,-18,-4%,3%,-1%,13µM*,-2%,1%,-13%,1%,1%
O=C(O)CCc1ccc(-c2ccc(F)cc2)n1NC(=O)c1ccco1,-29%,1,0%,-1%,-1%,10%,-1%,1%[1.84 µM],13%,-28%,-3%
C/C(=N\N=C(N)N)c1ccc(Cl)c(Cl)c1,16%,-7,-6%,0%,5%,7%,-5%,-4%,-21%,-65%,u
Cc1ccccc1C(=O)Nc1ccc(C(=O)O)cc1NC(=O)c1ccccc1C,-23%,-20,0%,-2%,-8%,-4%,3%,2%,x,10%,-16%
Cc1c(=O)n(OCc2ccccn2)c2ccccc2[n+]1[O-],5%,5,0%,2%,3%,-6%,-3%,-3%,-2%,-31%,x
O=C(CN(c1ccccc1)S(=O)(=O)c1ccc(Cl)cc1)Nc1cccnc1,14%,u,-2%,0%,0%,-1%,-9%,0%,x,-28%,23%
CCC(NC(=O)c1ccccc1NC(=O)c1ccco1)C(=O)NC1CCCCC1 (configuration not stated),32%,1,3%,4%,19%,-19%,1%,4%,5%,0%,-9%
O=C(NC(=S)Nc1ccc(N2CCOCC2)cc1)c1cccc(Cl)c1Cl,3.2µM*,2,1%,3%,18%,5µM*,-9%,-1%,0%,5%,5%

# Source: PubChem BioAssay
